MCL1 BIM primary = MCL1-BIM-BH3 interaction inhibition (human); GST-MCL1 / FITC-Bim-BH3 fluorescence polarization; inhibition, % at 10.9 µM; actives 0.68% (n = 320,000); AID 2057;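 active means inhibition above the mean inhibition of all tested compounds plus 3 SD, set per campaign, cut at about 40% in these data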;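 further: 0% = DMSO wells and 100% = unlabeled Bim-BH3 peptide control; higher means more loss of mP so more displacement of Bim peptide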
GRK2 aptamer HTS = human GRK2 inhibition via aptamer displacement; actives 0.59% (n = 330,000); bead flow cytometry, FAM-aptamer displacement from GRK2; inhibition of aptamer binding, % at 10 µM; P25098; AID 488847;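 active means inhibition of aptamer binding above 40%, roughly 3 SD of noise, on plates passing a quality check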;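 further: median bead fluorescence of bound FAM aptamer so fluorescent compounds give negative values; no value below 0 was filed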
Target sequence (P25098 whole entry, looked up): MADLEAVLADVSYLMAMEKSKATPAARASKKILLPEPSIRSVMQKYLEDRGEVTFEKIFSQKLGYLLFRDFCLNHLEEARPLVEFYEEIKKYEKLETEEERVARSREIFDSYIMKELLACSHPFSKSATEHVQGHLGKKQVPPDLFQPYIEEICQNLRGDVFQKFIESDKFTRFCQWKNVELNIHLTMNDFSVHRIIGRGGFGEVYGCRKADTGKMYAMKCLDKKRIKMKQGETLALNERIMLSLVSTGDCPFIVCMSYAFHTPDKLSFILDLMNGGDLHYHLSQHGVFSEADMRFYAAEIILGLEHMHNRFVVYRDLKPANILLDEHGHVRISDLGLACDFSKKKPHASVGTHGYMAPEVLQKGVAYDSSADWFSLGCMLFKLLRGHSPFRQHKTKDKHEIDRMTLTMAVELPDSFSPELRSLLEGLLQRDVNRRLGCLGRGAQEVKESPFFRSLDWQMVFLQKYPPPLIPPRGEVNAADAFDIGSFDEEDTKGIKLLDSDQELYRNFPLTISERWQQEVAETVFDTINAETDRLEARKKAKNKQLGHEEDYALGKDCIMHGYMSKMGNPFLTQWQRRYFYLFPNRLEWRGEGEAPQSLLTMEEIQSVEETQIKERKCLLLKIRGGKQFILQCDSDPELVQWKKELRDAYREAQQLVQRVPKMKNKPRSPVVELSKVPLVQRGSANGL
MEX-5 binding = C. elegans MEX-5 TCR-2 RNA binding activity; MEX-5/FITC-TCR2 RNA binding, fluorescence polarization; hits give low values; actives 0.38% (n = 300,000); activity score (negative = inhibition of binding), % at 10 µM; Q9XUB2;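 active means inhibition past about -25% in most replicates, and total fluorescence under double the plate's negative control median, limit read from the data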;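 further: 0% = DMSO and -100% = 5 µM competing unlabeled TCR2 RNA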
CR mimetic SO = caloric restriction mimetics inhibiting age-related superoxide in yeast. actives 0.18% (n = 330,000). superoxide response (% of plate mean), % at 10 µM. AID 2690. S. cerevisiae aged cells, superoxide DHE fluorescence; hits give low values;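 active means superoxide response under a set limit, about three screen SD below normal, cut at about 65% in these data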;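 further: yeast aged for seven days with compound at 30 °C before DHE staining; 100% = average MFI of all compound-treated wells on the plate with controls excluded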
GLD-1 TGE inh = GLD-1-TGE RNA interaction inhibition (C. elegans); Q17339; purified GLD-1 + fluorescein TGE RNA, fluorescence polarization; inhibition, % at 5.96 µM; actives 0.44% (n = 320,000); AID 2280;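 active means percent inhibition above a per-plate cutoff, the plate mean of test compounds plus 3 SD, cut at about 30% in these data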;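 further: 0% = DMSO wells with GLD-1 and probe and 100% = wells lacking GLD-1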
CIT2-GFP yeast = alters CIT2-GFP fluorescence in TOR pathway yeast screen | S. cerevisiae CIT2-GFP strain, flow cytometry, 3 h; 100 means same as DMSO wells | GFP response vs DMSO, % at 10 µM | actives 0.065% (n = 320,000);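 active means GFP response relative to DMSO above a set limit, near the screen mean plus 3 SD, cut at about 150% in these data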;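 further: ratio of well median GFP fluorescence to mean of DMSO wells on the plate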
AGP1-GFP MLPCN = yeast TOR pathway AGP1-GFP modulation | S. cerevisiae AGP1-GFP multiplex flow cytometry, 3 h; GFP as percent of DMSO wells | GFP response vs DMSO, % at 10 µM | actives 0.02% (n = 320,000);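 active means GFP response relative to DMSO above a set limit, near screen average plus 3 SD, cut at about 150% in these data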;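 further: median GFP channel fluorescence of the gated AGP1 strain per well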
Bcl-xL primary = blocks human Bcl-xL binding to Bim BH3 peptide. Q07817. GST-Bcl-xL / FITC-Bim BH3 peptide fluorescence polarization. inhibition, % at 10.9 µM. actives 0.7% (n = 320,000). AID 2129;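 active means inhibition above the mean of all tested compounds plus 3 SD, cutoff set per campaign, cut at about 30% in these data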;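 further: 0% = DMSO wells and 100% = unlabeled Bim-BH3 peptide competitor; inhibitors lower millipolarization by displacing the labeled peptide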
Target sequence (Q07817 whole entry, looked up): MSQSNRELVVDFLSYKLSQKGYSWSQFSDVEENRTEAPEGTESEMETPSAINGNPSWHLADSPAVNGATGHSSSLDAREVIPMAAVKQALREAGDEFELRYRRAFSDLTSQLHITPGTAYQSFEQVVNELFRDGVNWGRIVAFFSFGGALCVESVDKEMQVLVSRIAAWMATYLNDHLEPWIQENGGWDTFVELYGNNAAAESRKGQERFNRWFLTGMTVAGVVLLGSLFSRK
VLA-4 inh = inhibition in a human VLA-4 binding assay; P13612; VLA-4 expressing cells, ligand binding flow cytometry; inhibition, % (about 7 µM as worked out from the volumes in the protocol); actives 0.2% (n = 330,000); AID 2557; in the data active means inhibition above about 50%
* = called active by the depositor; . = not tested or not shown.

SMILES | MCL1 BIM primary | GRK2 aptamer HTS | MEX-5 binding | CR mimetic SO | GLD-1 TGE inh | CIT2-GFP yeast | AGP1-GFP MLPCN | Bcl-xL primary | VLA-4 inh
C=CCn1c(SCC(=O)c2ccc(O)c(O)c2)nnc1-c1cccc(OC)c1 | 26.7 | 2.0 | . | 88.7 | -7.8 | 86.6 | 94.2 | 8.2 | -5.4
S=C(NCC1CCCO1)Nc1cccc2ccccc12 (centres undefined) | 14.8 | 0.0 | -2.3 | 97.6 | -6.1 | 100.3 | 100.8 | 4.3 | 5.5
COc1ccccc1C(=O)Nc1ccc(S(=O)(=O)Nc2cc(C)on2)cc1 | -2.6 | 0.0 | -1.1 | 107.3 | 3.3 | 99.4 | 94.9 | 2.7 | -2.7
C=CCn1c(SCC(=O)Nc2ccccc2OC)nc(O)c(CC)c1=O | 13.0 | 4.0 | -2.5 | 99.5 | 4.0 | 95.7 | 97.0 | 4.7 | -4.2
COc1ccc(C(=O)C2CCCN(C(=O)/C=C/c3cnc[nH]3)C2)c(C)c1 (centres undefined) | -14.8 | 6.0 | -1.6 | 92.4 | -4.6 | 101.8 | 101.2 | -9.1 | -1.7
Cc1ccc(C(=O)O/N=C(\N)c2ccccn2)cc1C | 4.3 | 2.0 | 0.3 | 103.8 | 5.2 | 85.2 | 81.1 | 2.8 | -10.2
COc1ccc2cc(C=O)n(C)c2c1 | -2.4 | 0.0 | . | 100.2 | 0.3 | 95.6 | 103.0 | -1.7 | 24.0
COc1ccc(NC(=O)c2sc(NC(=O)COc3ccccc3)nc2C)cc1 | 2.6 | 1.0 | -0.1 | 85.8 | -5.6 | 105.7 | 99.2 | 2.6 | 5.4
Cc1ccc(-n2nc3c(c2NC(=O)/C=C\c2ccc4c(c2)OCO4)CSC3)cc1 | -4.0 | 5.0 | 2.0 | 116.7 | -1.3 | 96.8 | 103.7 | -4.8 | 3.6
COc1cc(-c2nc(-c3ccccn3)no2)cc(OC)c1OC | 41.4* | 1.0 | -1.4 | 103.1 | 1.7 | 96.4 | 98.5 | 4.9 | 2.6
Cc1cc(C)c(C)c(S(=O)(=O)N2CCN(C(=O)C3CCC3)CC2)c1C | -4.7 | 5.0 | 0.0 | 100.9 | 4.9 | 96.0 | 125.5 | -0.9 | -2.5
COc1cc(NC(=O)c2cccs2)c(OC)cc1NC(=O)CCn1nnc2ccccc21 | 3.3 | 0.0 | -2.1 | 83.3 | 3.3 | 103.5 | 105.2 | 2.2 | -3.5

Some of the entries so far, tab-delimited:
SMILES	MCL1 BIM primary	GRK2 aptamer HTS	MEX-5 binding	CR mimetic SO	GLD-1 TGE inh	CIT2-GFP yeast	AGP1-GFP MLPCN	Bcl-xL primary	VLA-4 inh
S=C(NCC1CCCO1)Nc1cccc2ccccc12 (centres undefined)	14.8	0.0	-2.3	97.6	-6.1	100.3	100.8	4.3	5.5
COc1ccccc1C(=O)Nc1ccc(S(=O)(=O)Nc2cc(C)on2)cc1	-2.6	0.0	-1.1	107.3	3.3	99.4	94.9	2.7	-2.7
C=CCn1c(SCC(=O)Nc2ccccc2OC)nc(O)c(CC)c1=O	13.0	4.0	-2.5	99.5	4.0	95.7	97.0	4.7	-4.2
COc1ccc(C(=O)C2CCCN(C(=O)/C=C/c3cnc[nH]3)C2)c(C)c1 (centres undefined)	-14.8	6.0	-1.6	92.4	-4.6	101.8	101.2	-9.1	-1.7
Cc1ccc(C(=O)O/N=C(\N)c2ccccn2)cc1C	4.3	2.0	0.3	103.8	5.2	85.2	81.1	2.8	-10.2

New compounds follow:
SMILES | MCL1 BIM primary | GRK2 aptamer HTS | MEX-5 binding | CR mimetic SO | GLD-1 TGE inh | CIT2-GFP yeast | AGP1-GFP MLPCN | Bcl-xL primary | VLA-4 inh
CCOC(=O)C1CCCN(C2CC(=O)N(c3ccc(C)cc3)C2=O)C1 (centres undefined) | -1.7 | 2.0 | 2.0 | 78.6 | 1.9 | 97.1 | 106.7 | -3.7 | 16.5
CCn1ncc(C2=NOC(C(=O)Nc3cc(OC)c(Cl)cc3OC)C2)c1C (centres undefined) | 3.1 | 2.0 | . | 102.0 | 0.3 | 102.7 | 94.8 | -0.3 | 2.3
O=C(Nc1ncccn1)c1ccc([N+](=O)[O-])o1 | -0.6 | 0.0 | -2.9 | 96.1 | 5.6 | 84.6 | 82.6 | 2.5 | -2.9
CCCCC(=NCCc1c(C)[nH]c2ccccc12)C1=C(O)CC(c2ccccc2)CC1=O (centres undefined) | 2.8 | 1.0 | -1.5 | 87.3 | 9.1 | 107.4 | 98.7 | -1.4 | -16.5
CCCCn1c(NC(=O)CC)c(C#N)c2nc3ccccc3nc21 | -0.5 | 0.0 | -11.7 | 112.5 | -11.1 | 93.0 | 99.5 | -2.5 | -17.5
COc1ccc(NC(=O)C2=C(C)Nc3nc(CCCO)nn3C2c2ccc(OC)c(OC)c2)cc1 (centres undefined) | 4.9 | 0.0 | 0.9 | 94.2 | -7.9 | 105.8 | 103.9 | 3.3 | 10.7
Cc1cccc(NC(=S)NNC(=O)COc2ccc(Cl)cc2Cl)c1 | -7.8 | 2.0 | 3.1 | 96.3 | -1.3 | 115.5 | 115.2 | 0.8 | -15.9
O=C(O)c1ccccc1NC(=O)C1CCN(S(=O)(=O)c2cccc3nsnc23)CC1 | 0.8 | 0.0 | -0.9 | 104.7 | 1.0 | 95.2 | 104.7 | 11.7 | -0.3
O=C(COC(=O)c1ccccc1)c1ccc(Br)cc1 | 6.5 | 1.0 | 2.0 | 97.7 | -1.0 | 102.5 | 106.8 | 4.5 | -7.3
CCCOc1cccc(C2C(C(=O)c3ccc(C)o3)=C(O)C(=O)N2c2nc(C)c(C(C)=O)s2)c1 (centres undefined) | -19.0 | 15.0 | -1.2 | 87.9 | -17.3 | . | 91.3 | -9.4 | -11.2
CCCC(CCC(=O)Nc1ccc(C(=O)OCC)cc1)C(=O)O (centres undefined) | -3.2 | 2.0 | -3.3 | 96.6 | 5.6 | 110.2 | 101.3 | 4.3 | 23.1
COC(=O)[C@H]1C[C@@H]1[C@H](NC(=O)[C@H]1C[C@@H]1[C@H](NC(=O)OCc1ccccc1)c1ccccc1)c1ccccc1 | -7.2 | 0.0 | 2.3 | 108.4 | 0.2 | 83.0 | 85.1 | -0.4 | -3.2
CCn1c(CNC(=O)c2cccnc2)cc2ccccc21 | 0.0 | 0.0 | -0.6 | 102.1 | 6.0 | 104.6 | 102.6 | 5.0 | 4.0
Cc1cc(C(F)F)n2nc(C(=O)Nc3ccc(S(=O)(=O)NC45CC6CC(CC(C6)C4)C5)cc3)nc2n1 | 4.5 | 2.0 | 3.5 | 62.8* | -8.9 | 107.1 | 102.7 | 5.3 | 4.3
CCN(CC)C(=O)CSc1nc(OC)cc(=O)[nH]1 | 7.2 | 0.0 | 0.2 | 99.2 | 7.1 | 106.6 | 101.8 | 2.5 | 5.0
C=COc1ccc(N2C(=O)c3ccccc3OC2C)cc1 (centres undefined) | -1.5 | 0.0 | -1.7 | 101.7 | 1.7 | 99.3 | 103.3 | 4.0 | 1.0
CC(OC(=O)c1ccc(Cl)nc1)C(=O)N1CCc2ccccc21 (centres undefined) | 3.0 | 0.0 | 0.6 | 100.3 | -0.7 | 96.9 | 103.4 | 6.2 | 30.3
Nc1cc(C(=O)OCC(=O)N2CCCC2)ccc1Cl | 6.4 | 2.0 | 3.2 | 108.5 | -2.9 | 92.4 | 103.1 | 7.0 | 28.7
COc1ccccc1CCNC(=O)C(=O)Nc1cc2c3c(c1)C(C)C(=O)N3CCC2 (centres undefined) | -2.9 | 0.0 | -5.4 | 87.3 | -0.9 | 107.4 | 110.3 | -1.2 | 4.3
O=C(Cn1c(O)c(/C=C2\C=Nc3ccc(Br)cc32)sc1=O)N1CCCC1 | 5.9 | 1.0 | -0.8 | 122.0 | 7.0 | 84.2 | 94.1 | 3.3 | 7.1
CCOc1ccccc1NC(=O)C(c1ccccc1)N1CCN(CC(=O)N2CCCC2)CC1 (centres undefined) | . | 0.0 | . | 95.1 | 7.2 | 107.2 | 106.8 | . | -11.0
O=C(CCCOc1ccc(Cl)cc1Cl)NCc1ccccn1 | 1.9 | 0.0 | 0.2 | 81.0 | -4.0 | 101.5 | 98.6 | -3.7 | 5.8
CCn1c(SCC(=O)N=Nc2c(O)[nH]c3ccccc23)nnc1-c1ccc(C(C)(C)C)cc1 | 4.1 | 0.0 | 0.3 | 101.5 | 2.8 | 96.3 | 97.1 | 3.2 | 10.0
CCC(C)(C)n1nnnc1C(c1cc2cccc(C)c2[nH]c1=O)N1CCCC1 (centres undefined) | 9.3 | 0.0 | 0.3 | 107.5 | 4.3 | 102.9 | 100.7 | 7.4 | 7.2
O=c1cc(CSc2nc3ccccc3[nH]2)c2ccccc2[nH]1 | 7.1 | 4.0 | 1.7 | 90.9 | 4.0 | 92.3 | 91.3 | -1.0 | -1.8
Nn1c(SCC(=O)Nc2nccs2)nnc1-c1cccnc1 | -1.0 | 0.0 | . | 103.3 | 2.6 | 95.2 | 97.5 | -5.7 | 7.0
CCCCCSc1nc2c(c(=O)[nH]c(=O)n2C)n1CCc1ccccc1 | -2.7 | 0.0 | 2.1 | 102.0 | -1.0 | 97.5 | 91.9 | 1.1 | -10.5
COc1ccc(C(=O)NC(C)c2cnn(-c3ccccn3)c2C)o1 (centres undefined) | 2.8 | 3.0 | 1.2 | 89.1 | -0.8 | 97.3 | 88.2 | 6.0 | 0.7
COC1CCN(Cc2c(C(=O)N3C[C@@H](C)O[C@@H](C)C3)nc3ccc(Cl)cn23)CC1 | 7.9 | 0.0 | -1.7 | 99.8 | -1.0 | 99.8 | 95.8 | 7.0 | 1.7
COc1ccc(C2=NN(C(=O)CSc3nccn3C)C(c3ccco3)C2)cc1 (centres undefined) | . | 3.0 | . | 118.6 | 6.4 | 100.0 | 93.8 | . | -7.2
COC(=O)COc1nc(C)c2c(c1C#N)CC(C)(C)OC2 | 0.2 | 1.0 | -0.2 | 105.7 | 1.0 | 111.1 | 101.3 | 2.6 | -11.0
COc1ccc(S(=O)(=O)Oc2ccc3ccccc3c2)cc1 | 0.4 | 1.0 | 1.8 | 98.6 | -2.9 | 97.1 | 117.5 | 3.3 | 14.4
CC(C)NC(=O)CCCn1cc([N+](=O)[O-])cn1 | 1.9 | 0.0 | 0.6 | 82.2 | 1.4 | 109.5 | 102.0 | 3.0 | 11.6
COc1ccc(S(=O)(=O)N2CCN(Cc3cccc(F)c3)CC2)cc1 | 3.0 | . | -1.1 | 91.7 | 3.9 | 92.2 | 101.4 | -3.7 | -1.8
CCN(Cc1ccccc1)C(=O)c1ccc(N(C)S(=O)(=O)c2ccc(C)cc2)cc1 | 2.3 | 0.0 | -2.7 | 101.5 | 3.7 | 109.6 | 105.1 | 4.9 | 13.8
COc1ccc(S(=O)(=O)NCCc2c[nH]c3ccc(Cl)cc23)cc1 | 4.2 | 0.0 | 1.4 | 109.8 | 5.7 | 102.7 | 107.0 | 6.6 | -1.2
CC(=O)N1CCN(CC(=O)Nc2cccc(S(=O)(=O)N3CCCCC3)c2)CC1 | . | 4.0 | . | 99.8 | 4.3 | 107.6 | 109.4 | . | -3.1
O=C(NC(=S)Nc1cccc(O)c1)c1ccco1 | 14.8 | 1.0 | -4.1 | 70.2 | 3.5 | 100.4 | 89.8 | 7.3 | 4.5
